High-throughput results as filed in PubChem BioAssay.
Apaf-1 inh: human Apaf-1 inhibition; AID 489030; reconstituted apoptosome caspase-3 activity, DEVD-Rh110 fluorescence; inhibition, % at 20 µM; 330,000 compounds, 0.71% hits; O14727; active means inhibition of at least 40% at 20 µM;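 further: plate controls were DMSO wells for no effect and DEVD-CHO caspase inhibitor wells for full effect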
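System: reconstituted apoptosome with Apaf-1, cytochrome c, caspase-9, procaspase-3, dATP; Signal: Rh110 fluorescence intensity; Schedule: 30 min compound preincubation, 50 min activation, room temperature; Reagent: cytochrome c trigger plus (Z-DEVD)2-Rh110 caspase-3 substrate.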
hIAP inh: human IAP inhibition; P09923; purified IAP, CDP-Star luminescence, 30 min; inhibition, % at 10 µM; 330,000 compounds, 0.12% hits; AID 2544;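 active means inhibition reaching a set limit with compound at 10 µM in the primary screen, cut at about 35% in these data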;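 further: plate controls were DMSO wells with enzyme for no effect and no-enzyme buffer wells for full effect; values of inactives mirror those of a sister screen read the other way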
Target sequence (P09923 whole entry, looked up): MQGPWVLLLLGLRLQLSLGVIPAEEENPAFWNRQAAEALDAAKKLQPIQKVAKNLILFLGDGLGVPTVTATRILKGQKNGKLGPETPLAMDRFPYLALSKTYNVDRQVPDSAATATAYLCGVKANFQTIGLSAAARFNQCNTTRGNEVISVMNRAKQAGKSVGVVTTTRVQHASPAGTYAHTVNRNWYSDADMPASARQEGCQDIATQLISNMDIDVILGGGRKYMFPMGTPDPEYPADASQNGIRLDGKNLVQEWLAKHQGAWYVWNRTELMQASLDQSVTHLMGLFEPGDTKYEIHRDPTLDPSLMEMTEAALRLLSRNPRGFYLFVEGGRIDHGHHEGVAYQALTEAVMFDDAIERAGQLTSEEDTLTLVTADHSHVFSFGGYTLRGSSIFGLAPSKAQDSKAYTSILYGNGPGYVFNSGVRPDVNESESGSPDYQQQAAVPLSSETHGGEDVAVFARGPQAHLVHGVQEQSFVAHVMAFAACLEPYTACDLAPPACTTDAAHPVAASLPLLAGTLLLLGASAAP
hIAP act: human IAP activation | P09923 | activation factor at 10 µM | purified human IAP, CDP-Star luminescence, 30 min; active compounds read high; 1 = vehicle-only enzyme, 0 = enzyme-free background | 330,000 compounds, 0.16% hits | AID 2524;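 active means activation factor of the enzyme at least 2-fold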; further: the source names both 10 and 20 µM as test concentration; values of inactives mirror those of a sister screen read the other way
ATG4B inhibitor: inhibitors of human ATG4B cysteine protease. Q9Y4P1. ATG4B cleavage of LC3-PLA2, NBD-HPC fluorescence, 1 h. inhibition, % at 8.33 µM. 340,000 compounds, 0.51% hits; in the data active means inhibition above about 40%
Target sequence (Q9Y4P1 whole entry, looked up): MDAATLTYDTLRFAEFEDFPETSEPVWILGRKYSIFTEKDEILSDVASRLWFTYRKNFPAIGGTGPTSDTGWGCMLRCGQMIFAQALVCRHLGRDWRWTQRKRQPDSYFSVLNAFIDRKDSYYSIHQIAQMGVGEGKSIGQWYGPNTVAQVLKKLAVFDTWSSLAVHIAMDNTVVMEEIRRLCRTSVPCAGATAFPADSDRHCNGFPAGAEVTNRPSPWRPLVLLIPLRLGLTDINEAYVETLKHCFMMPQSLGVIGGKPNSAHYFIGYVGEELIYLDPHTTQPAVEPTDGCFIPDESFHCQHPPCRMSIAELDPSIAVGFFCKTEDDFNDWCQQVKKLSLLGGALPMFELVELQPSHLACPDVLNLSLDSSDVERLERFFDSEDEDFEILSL
TIM10 inh: TIM10 yeast growth inhibition. S. cerevisiae TIM10 strain growth, BacTiter-Glo luminescence, 24 h. inhibition, % at 10 µM. 330,000 compounds, 1.4% hits. AID 463195;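 active means inhibition of 40% or more at the single tested concentration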;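 further: wild-type TIM10 isogenic control strain grown at permissive 25 °C; 0% = DMSO yeast wells and 100% = minimal medium wells without yeast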
mIAP act: mouse IAP activation. muIAP, CDP-Star luminescence, 30 min; active compounds read high; 1 = vehicle-only enzyme signal, 0 = enzyme-free wells. activation factor at 10 µM. 330,000 compounds, 0.24% hits;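 active means activation factor of at least 2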; further: the source names both 10 and 20 µM as test concentration; values of inactives mirror those of a sister screen read the other way
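System: mouse IAP enzyme. Reagent: CDP-Star chemiluminescent phosphatase substrate. Benchmarks: DMSO wells, no-enzyme wells. Times: 30 min enzyme-substrate-compound incubation at room temperature. Detection: luminescence from enzymatic CDP-Star hydrolysis. Doses: test compounds delivered from DMSO solution.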
mIAP inh: mouse IAP inhibition. inhibition, % at 10 µM. purified mouse IAP, CDP-Star luminescence, 30 min. 330,000 compounds, 0.2% hits;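 active means inhibition of at least 40% at 10 µM in the primary screen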;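 further: plate controls were DMSO with enzyme for no effect and no enzyme wells for full effect; values of inactives mirror those of a sister screen read the other way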
tim10-1 inh: growth inhibitors of tim10-1 mutant yeast; inhibition, % at 20 µM; 330,000 compounds, 2.2% hits; S. cerevisiae tim10-1 ts strain growth, BacTiter-Glo, 24 h; AID 463190;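 active means inhibition of at least 40%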;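 further: mutant grown at 25 °C; 0% = DMSO wells with yeast and 100% = wells holding no yeast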
NALP3 yeast inh: blocks the NALP3 inflammasome reconstituted in yeast. inhibition, % at 10 µM. AID 2825. Yeast reconstituted NLRP3/ASC/caspase-1, beta-gal luminescence, 24 h. 330,000 compounds, 0.39% hits;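 active means inhibition of 50% or more; inactive means inhibition below 50%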;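 further: plate controls were induced DMSO wells for no effect and uninduced yeast grown without galactose for full effect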
Starred values were filed as active, the others as inactive.

1: CCCCN1CC(=O)N2[C@H](c3ccc(OC)cc3)[C@@H]3C(=O)N(CC)C(=O)[C@@H]3[C@]2(C)C1=O
2: CCN1CCN(c2ncnc3scc(-c4ccc(C)c(C)c4)c23)CC1
3: N#CC(c1ccccc1)c1ccc(C(=O)c2ccc(F)cc2)cc1 (centres undefined)
4: CS(=O)(=O)N(CC(=O)Nc1ccc(S(=O)(=O)N2CCOCC2)cc1)c1cccc(F)c1
5: CCc1ccc(NC(=S)NC2CC3CCC(C2)N3Cc2ccco2)cc1 (centres undefined)
6: CCOC(=O)c1ccc(NC(=O)CCOc2ccc(C)cc2)cc1
7: OC(COc1ccccc1)CN1CCC(Cc2ccccc2)CC1 (centres undefined)
8: CCOc1ccc(CCNC(=O)CN2C(=O)NC(CCSC)C2=O)cc1OCC (centres undefined)
Assay by compound	1	2	3	4	5	6	7	8
mIAP inh	-4	5	4	11	-32	-3	-4	-22
NALP3 yeast inh	11	37	20	10	32	13	18	-6
ATG4B inhibitor	-3	-3	12	1	-3	-6	-4	-6
hIAP act	1	0.91	0.82	1.2	1	0.97	1.2	1.2
TIM10 inh	-11	9	13	-7	-30	11	4	-11
mIAP act	1	0.95	0.96	0.89	1.3	1	1	1.2
Apaf-1 inh	0	6	5	-1	-4	8	5	5
hIAP inh	0	9	18	-17	-4	2	-24	-15
tim10-1 inh	-6	0	19	-3	-8	-6	-2	-5

9: CC1=C(C)CC(C(=O)N2CCN(Cc3ccc4c(c3)OCO4)CC2)C(C(=O)O)C1 (centres undefined)
10: COc1ccc(OC)c(/C=N/NC(=O)CNC(=O)c2ccc(S(=O)(=O)N3CCOCC3)cc2)c1
11: COC(=O)c1ccc2nc(C(F)(F)F)[nH]c2c1
12: CCOC(=O)N1CCN(C(=O)Nc2ccc3nc(C)c(C)nc3c2)CC1
13: CC(=O)c1nnn(-c2nc(N)nc(N(c3ccccc3)c3ccccc3)n2)c1C
14: CCOC(=O)C1=C(C)Nc2nc3ccccc3n2C1c1ccccc1 (centres undefined)
15: CCCOc1ccc(Cn2c(=O)oc3ccc(C)cc32)cc1
16: Cc1cc2n(n1)SC(Nc1ccc(F)cc1)N2 (centres undefined)
Assay by compound	9	10	11	12	13	14	15	16
mIAP inh	2	3	2	1	-18	1	3	12
NALP3 yeast inh	9	-9	8	0	0	-10	2	9
ATG4B inhibitor	-7	-15	-8	-1	-10	-8	-1	4
hIAP act	1.1	0.97	0.78	1.1	1.1	1	0.77	1.1
TIM10 inh	1	5	6	-6	9	0	20	15
mIAP act	0.98	0.97	0.98	0.99	1.2	0.99	0.97	0.88
Apaf-1 inh	-1	6	-8	1	14	8	14	0
hIAP inh	-11	3	22	-6	-8	0	23	-9
tim10-1 inh	12	-1	-2	-15	7	22	32	11

17: N#CC1(NC(=O)CSc2nc3ccccc3o2)CCCCC1
18: CCN(CC)CCCN1C(=O)C(O)=C(C(=O)c2ccco2)C1c1ccc(C)o1 (centres undefined)
19: COc1ccccc1NC(=O)c1cc(=O)[nH]c2ccccc12
20: O=C(N/N=C/C=C/c1cccc([N+](=O)[O-])c1)C(O)c1ccccc1 (centres undefined)
21: COc1ccc2ccccc2c1CN1CCN(Cc2ccccc2)CC1
22: Clc1ccc(CN2C3=NCCN3c3ccccc32)cc1Cl
23: O=C(CCC(=O)N1CCN(S(=O)(=O)c2ccc([N+](=O)[O-])cc2)CC1)N1CCOCC1
24: CCC(C)Sc1ccc([C@@H]2[C@@H]3C(=O)N(C)C(=O)[C@@H]3[C@]3(C(=O)OC)CCCCN23)cc1 (some centres undefined)
Assay by compound	17	18	19	20	21	22	23	24
mIAP inh	0	5	2	10	7	7	-1	-1
NALP3 yeast inh	13	6	7	19	6	-2	10	-7
ATG4B inhibitor	4	-9	2	-2	1	-14	6	-1
hIAP act	1.1	0.96	1.1	0.84	1.2	0.86	1.1	0.95
TIM10 inh	3	3	13	-2	-9	-13	-10	24
mIAP act	1	0.95	0.98	0.9	0.93	0.93	1	1
Apaf-1 inh	7	-3	9	-6	-3	6	3	29
hIAP inh	-10	4	-12	16	-15	14	-10	5
tim10-1 inh	2	6	33	-2	4	15	-4	17

25: Cc1ccc(C(=O)NN(CCC#N)C2=NS(=O)(=O)c3ccccc32)cc1
26: Cc1cc(S(=O)(=O)NCC2CC2)c(Cl)cc1Cl
27: CC(=O)NC1(c2ccccc2)CCN(CC(=O)N2CCC(C)CC2)CC1
28: Cc1ccc(S(=O)(=O)N2CCC(=O)N(C(COC(=O)Nc3ccccc3)Cc3ccccc3)CC2)cc1 (centres undefined)
29: CN(C)C(=O)c1cc(C(=O)c2ccc(F)cc2C(F)(F)F)c[nH]1
30: Cn1cc(-c2nnnn2-c2ccc(Cl)cc2)c(=O)c2ccccc21
31: Cc1cccc(NC(=O)CSc2nc3ccccc3nc2N2CCCC2)c1
32: O=[N+]([O-])c1cc([N+](=O)[O-])c2nonc2c1Nc1ccc(O)cc1
Assay by compound	25	26	27	28	29	30	31	32
mIAP inh	-1	5	-10	-47	-5	-4	9	20
NALP3 yeast inh	1	-12	20	17	-16	16	23	20
ATG4B inhibitor	-6	7	0	1	5	-17	-1	4
hIAP act	0.89	1.2	1.1	0.96	1.2	1	0.92	1
TIM10 inh	2	20	-8	-3	-7	3	-8	14
mIAP act	1	0.95	1.1	1.5	1	1	0.91	0.8
Apaf-1 inh	9	2	2	25	6	-2	10	74*
hIAP inh	12	-22	-10	4	-25	0	8	0
tim10-1 inh	-1	8	-3	27	15	14	14	9

33: COc1ccc(CN2CCC(Oc3ccc(C(=O)NCc4ccccn4)cc3)CC2)c(F)c1
34: C=CC1C(N2CCOCC2)C(C)(C)S1(=O)=O (centres undefined)
35: CC(C)[C@H](N)c1nnc(SC/C=C/c2ccccc2)o1
36: COc1ccc(NC(=O)CNc2cc(C)ccc2C)cc1S(=O)(=O)N1CCOCC1
37: COc1cc2c(cc1OC)C(C(=O)N1CCN(c3ccccn3)CC1)C(c1cccs1)N(C)C2=O (centres undefined)
38: CCCCNC(=O)COC(=O)c1ccccc1F
39: CCOC(=O)C1CCCN(C(=O)c2ccc(NS(=O)(=O)c3ccc4[nH]c(=O)[nH]c4c3)cc2)C1 (centres undefined)
40: COc1ccc(-c2cnc3ncnn3c2N)cc1
Assay by compound	33	34	35	36	37	38	39	40
mIAP inh	-10	-5	11	-16	-7	9	5	-2
NALP3 yeast inh	23	4	10	10	-4	16	-6	6
ATG4B inhibitor	-5	-1	-6	-7	-5	-2	-6	7
hIAP act	1.2	1	0.97	1.1	0.92	0.97	1	0.93
TIM10 inh	-5	5	-9	5	18	-18	-1	6
mIAP act	1.1	1.1	0.89	1.2	1.1	0.91	0.95	1
Apaf-1 inh	19	0	-2	-12	-2	-28	6	1
hIAP inh	-15	-1	2	-6	8	3	-4	7
tim10-1 inh	-3	-7	16	-13	3	0	20	-4

41: CC/C(O)=C1\C(=O)CCCC1=NCCc1c(C)[nH]c2ccc(C)cc12
42: O=C(Cc1csc(N2CCOCC2)n1)N/N=C/c1ccc(F)cc1
43: Cc1cc(Br)ccc1OCCNCc1ccccc1
44: COc1ccc(NC(=O)NCCCCc2ccccc2)cc1
45: C#CCn1c(=O)c2c(ncn2C)n(C)c1=O
46: CCOc1ccc(C(=O)Nc2cc(=O)n(C)c(=O)n2C)cc1
47: Cc1cc(C)nc(Nc2nc(C)c3cc4c(cc3n2)OCO4)n1
48: N#Cc1nc(COc2ccc(F)cc2)oc1N1CCCC1
49: COC(=O)c1cn(NC(=O)c2ccc(OC)c(OC)c2)c(=O)c2ccccc12
50: Cc1nc2sccn2c(=O)c1S(=O)(=O)NCC1CCN(Cc2ccccc2Cl)CC1
51: CC1CC(=O)N(C)c2ccc([N+](=O)[O-])cc2N1 (centres undefined)
Assay by compound	41	42	43	44	45	46	47	48	49	50	51
mIAP inh	-4	6	1	-23	6	-4	-5	2	8	8	3
NALP3 yeast inh	0	-6	44	26	6	11	7	68*	-2	14	0
ATG4B inhibitor	3	-4	5	-6	2	-6	5	2	-3	6	5
hIAP act	1	1.1	0.93	1.1	1	0.98	1	1	0.91	1.1	1.1
TIM10 inh	7	5	12	3	6	-1	12	-1	-3	7	7
mIAP act	1	0.94	0.99	1.2	0.94	1	1.1	0.98	0.92	0.92	0.97
Apaf-1 inh	3	3	10	-3	-1	3	3	-1	5	8	2
hIAP inh	-1	-7	7	-13	-2	2	-2	0	9	-15	-6
tim10-1 inh	-5	6	10	6	-4	-40	5	10	6	3	-6

Just mIAP inh, tim10-1 inh and mIAP act, for 6 of the compounds above:
# | compound | mIAP inh | tim10-1 inh | mIAP act
44 | COc1ccc(NC(=O)NCCCCc2ccccc2)cc1 | -23 | 6 | 1.2
46 | CCOc1ccc(C(=O)Nc2cc(=O)n(C)c(=O)n2C)cc1 | -4 | -40 | 1
49 | COC(=O)c1cn(NC(=O)c2ccc(OC)c(OC)c2)c(=O)c2ccccc12 | 8 | 6 | 0.92
47 | Cc1cc(C)nc(Nc2nc(C)c3cc4c(cc3n2)OCO4)n1 | -5 | 5 | 1.1
48 | N#Cc1nc(COc2ccc(F)cc2)oc1N1CCCC1 | 2 | 10 | 0.98
43 | Cc1cc(Br)ccc1OCCNCc1ccccc1 | 1 | 10 | 0.99

Two of these compounds in a different format.
39	CCOC(=O)C1CCCN(C(=O)c2ccc(NS(=O)(=O)c3ccc4[nH]c(=O)[nH]c4c3)cc2)C1 (centres undefined)
  mIAP inh = 5; NALP3 yeast inh = -6; ATG4B inhibitor = -6; hIAP act = 1; TIM10 inh = -1; mIAP act = 0.95; Apaf-1 inh = 6; hIAP inh = -4; tim10-1 inh = 20
40	COc1ccc(-c2cnc3ncnn3c2N)cc1
  mIAP inh = -2; NALP3 yeast inh = 6; ATG4B inhibitor = 7; hIAP act = 0.93; TIM10 inh = 6; mIAP act = 1; Apaf-1 inh = 1; hIAP inh = 7; tim10-1 inh = -4
